Compound activity deposited in PubChem BioAssay by National Center for Advancing Translational Sciences (NCATS).
Tau fluor cs: counter-screen for tau fibril formation inhibitors. Potency, µM (series often up to 57.7 µM), for inactives: at the highest dose activity change, negative = decrease. tau K18 P301L Alexa594 fluorescence, heparin fibrillization. AID 1463. actives 0.93% (n = 280,000); further: nearly all actives have a fitted effect of over 55% in size
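Human K18 P301L tau (15 uM unlabeled plus 0.24 uM Alexa 594-labeled, final) in 100 mM sodium acetate pH 7 was mixed with compound and 20 uM heparin and incubated 6 hr at 37 C.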
Tau fibril ThT: tau fibrillization inhibition (ThT binding); P10636; recombinant tau K18 P301L (four-repeat tau fragment), heparin-induced fibrillization, ThT fluorescence; Potency, µM (doses to about 57.4 µM), for the others: top-dose activity, negative = inhibition, usual class: inhibitors; actives 2.1% (n = 270,000); further: nearly all actives have a fitted effect of over 55% in size
Target sequence (P10636 561-689 P618L limits assumed): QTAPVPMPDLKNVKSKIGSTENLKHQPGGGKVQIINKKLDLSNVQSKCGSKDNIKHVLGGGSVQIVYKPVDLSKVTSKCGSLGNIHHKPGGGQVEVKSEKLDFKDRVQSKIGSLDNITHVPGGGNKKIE
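K18 P301L tau (15 uM + 0.24 uM Alexa 594-tagged), heparin 20 uM, NaOAc pH 7, 6 h 37 C; ThT 30 uM, 1 h RT, ex 450/em 510 nm.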
Tau fibril FP: blocks human tau fibril formation measured by polarization; P10636; K18 P301L tau heparin fibrillization, Alexa594 FP, 6 h; Potency, µM (series often up to 57.7 µM), inactives show at the top dose activity, negative = inhibition, actives largely listed as inhibitors; actives 0.39% (n = 280,000); AID 1468; further: nearly all actives have a fitted effect of over 55% in size
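Human K18 P301L fragment (15 uM unlabeled plus 0.24 uM Alexa 594-labeled) in 100 mM sodium acetate pH 7 with compound, aggregation induced by 20 uM heparin for 6 hr at 37 C. ThT (30 uM) added for 1 hr, then Alexa 594 FP read.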
ALDH1A1 block: inhibitors of human aldehyde dehydrogenase 1A1. Purified ALDH1A1, NADH fluorescence, propionaldehyde substrate. actives 7.3% (n = 220,000). AID 1030. Potency, µM (series often up to 75.3 µM), without a hit: at the highest dose activity, negative = inhibition, usual class: inhibitors; active means well fitted inhibition curve with a large enough effect, not every such curve was filed as active; inconclusive means small, poorly fitted or top-dose-only effect, or another doubt; inactive means no such curve, though single readings can be large or run the other way;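 further: plate controls were no enzyme wells and a reference inhibitor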
Target sequence (P00352 whole entry, looked up): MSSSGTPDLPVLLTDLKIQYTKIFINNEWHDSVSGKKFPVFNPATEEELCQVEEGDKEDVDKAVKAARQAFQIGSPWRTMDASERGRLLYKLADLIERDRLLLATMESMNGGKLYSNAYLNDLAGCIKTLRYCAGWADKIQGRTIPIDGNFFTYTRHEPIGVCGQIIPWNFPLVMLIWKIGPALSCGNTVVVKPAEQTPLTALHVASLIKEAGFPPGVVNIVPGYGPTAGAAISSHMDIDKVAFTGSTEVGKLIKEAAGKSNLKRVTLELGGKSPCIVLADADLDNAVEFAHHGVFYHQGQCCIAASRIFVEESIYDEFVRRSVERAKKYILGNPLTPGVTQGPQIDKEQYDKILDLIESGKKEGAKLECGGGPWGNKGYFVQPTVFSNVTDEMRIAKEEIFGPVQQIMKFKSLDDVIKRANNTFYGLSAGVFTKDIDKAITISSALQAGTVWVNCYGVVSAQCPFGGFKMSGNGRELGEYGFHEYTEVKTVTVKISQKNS
TRb-SRC2 inh: inhibitors of human thyroid hormone receptor beta-SRC2 interaction; P10828; Potency, µM (series often up to 106 µM), for the others: top-dose activity change, negative = inhibition, most hits filed as inhibitors; TRbeta-SRC2 peptide binding, fluorescence polarization; receptor liganded with 1 µM T3; actives 0.065% (n = 280,000);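 further: plate controls were bound peptide for no effect and peptide without receptor for full effect; nearly all actives have a fitted effect of over 50% in size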
Target sequence (P10828 whole entry, looked up): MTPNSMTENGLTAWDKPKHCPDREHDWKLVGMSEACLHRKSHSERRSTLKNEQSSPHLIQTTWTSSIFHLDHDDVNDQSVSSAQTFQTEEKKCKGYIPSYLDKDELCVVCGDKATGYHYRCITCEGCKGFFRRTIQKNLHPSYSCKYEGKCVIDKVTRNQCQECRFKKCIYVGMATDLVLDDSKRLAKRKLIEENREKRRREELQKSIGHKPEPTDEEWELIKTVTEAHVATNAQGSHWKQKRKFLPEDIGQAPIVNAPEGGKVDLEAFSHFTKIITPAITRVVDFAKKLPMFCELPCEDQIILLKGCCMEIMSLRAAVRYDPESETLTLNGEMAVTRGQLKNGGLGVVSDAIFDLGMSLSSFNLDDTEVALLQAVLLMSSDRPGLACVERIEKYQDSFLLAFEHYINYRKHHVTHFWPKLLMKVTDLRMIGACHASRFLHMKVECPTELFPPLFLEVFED
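Binding of a 20-amino-acid Texas Red SRC2 peptide (20 nM) to TRb ligand-binding domain (0.6 uM) with agonist T3 at 1 uM was followed by fluorescence polarization after a 5 hr room-temperature incubation.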
TR SRC2 fluor cs: Texas Red fluorescence interference in TRb-SRC2 counter-screen; TRb/SRC2 Texas Red total fluorescence interference; Potency, µM (series often up to 106 µM), for the others: at the highest dose fluorescence change, negative = quenching; actives 0.29% (n = 280,000); AID 1479; active means well fitted curve in either direction with a large enough effect; inconclusive means small, poorly fitted or top-dose-only effect
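Flags fluorescent or light-absorbing compounds by total fluorescence, S + 2P, at 555 nm excitation and 632 nm emission. Mixture: 20 nM Texas Red SRC2 peptide, 0.6 uM human TRb LBD, 1 uM T3, 5% DMSO; compound exposure 5 h at ambient temperature.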
L3MBTL1 inh: inhibitors of human L3MBTL1 | Q9Y468 | actives 0.66% (n = 230,000) | Potency, µM (doses to about 57.1 µM), without a hit: at the highest dose activity, negative = inhibition, most hits filed as inhibitors | AID 485360 | AlphaScreen L3MBTL1–H3K9me1 peptide binding; further: nearly all actives have a fitted effect of over 60% in size
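AlphaScreen assay: L3MBTL1 (50 nM final) was preincubated 30 min at room temperature with biotinylated H3(1-15)K9me1 peptide (75 nM final), then 30 min with library compounds; streptavidin donor and nickel chelate acceptor beads (10 ug/mL final) added, 30 min dark.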
aGal spleen mod: inhibitors or activators of human alpha-galactosidase in spleen homogenate; Potency, µM (highest dose often 80 µM), for inactives: top-dose activity change, negative = inhibition, most hits filed as inhibitors; actives 0.008% (n = 240,000); human spleen homogenate, 4MU-alpha-Gal fluorescence, 40 min; P06280;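 further: 0% = enzyme with vehicle and -100% = no enzyme basal signal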
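Human spleen homogenate (1 ug) as enzyme source, 4-methylumbelliferyl-alpha-D-galactopyranoside 1 mM final, citrate/phosphate pH 5.0 with 0.01% Tween-20. Compounds 40 min at 37C, NaOH/glycine stop; fluorescence Ex 365/Em 440, Hill-fit AC50.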
The depositor's hits bear a star; ? = inconclusive; nt = no result given; & = joins results of further samples; [ ] = remark or other dose. Unless noted, the call rests on the fitted dose curve; in most records, active means well fitted curve in the direction sought with a large enough effect; inconclusive means small, poorly fitted or top-dose-only effect, or another doubt; inactive means no such curve, though single readings can be large; an effect the other way counts as inactive or inconclusive. Unless noted, on the % scale 0 is the no-effect control and ±100 the full control effect; potency means the concentration at half of the fitted maximal effect.

SMILES | Tau fluor cs | Tau fibril ThT | Tau fibril FP | ALDH1A1 block | TRb-SRC2 inh | TR SRC2 fluor cs | L3MBTL1 inh | aGal spleen mod
CC(=O)Nc1ccc(NC(=O)C2CCC(CNS(=O)(=O)c3cccc4nsnc34)CC2)cc1 (stereo unspecified) | -5% | -5% | -6% | ? | 0% | 1% | 2% | -4%
Cc1ccc(S(=O)(=O)N/N=C/c2c(C)nn(-c3ccccc3)c2C)cc1 | -22% | -14% | 3% | ? | 4% | -2% | nt | 6%
O/N=C/c1ccc(OCc2ccccc2)c(Cl)c1 | -26% | -15% | -3% | -3% | -5% | -1% | 13% | 2%
CCOC(=O)Cn1cc(C=O)c2ccccc21 | 12% | 13% | 8% | ? | 6% | -1% | nt | 13%
CC1(C)NC(=O)N(CC(O)Cn2nnc3ccccc32)C1=O (stereo unspecified) | 5% | 4% | -4% | 0% | -8% | -1% | 7% | 4%
CCOc1cc(/C=C(\C#N)C(=O)NCc2cccnc2)ccc1O | -17% | ? | -4% | 4% | 3% | -4% | nt | -6%
CCCCn1c(=O)c(CC(C)=O)nc2ccccc21 | 9% | 6% | 7% | -6% | -5% | -1% | 5% | 0%
O=C(c1ccco1)N1CCN(C(c2ccc(F)cc2)c2nnnn2Cc2cccs2)CC1 (stereo unspecified) | -6% | -11% | 1% | ? | -1% | -2% | 6% | -1%
COc1ccc(Nc2ccc(S(=O)(=O)N3CCCCC3)cc2[N+](=O)[O-])cc1Cl | 3% | 0% | 12% | ? | 2% | -16% | ? | 16%
CC(=O)N1CCC(N(Cc2ccco2)C(=O)Nc2cccc(C)c2)CC1 | 3% | 1% | 3% | nt | 2% | 4% | nt | nt

Of the compounds above, these have a carbonyl joined to an NH by a bond outside any ring.
SMILES | Tau fluor cs | Tau fibril ThT | Tau fibril FP | ALDH1A1 block | TRb-SRC2 inh | TR SRC2 fluor cs | L3MBTL1 inh | aGal spleen mod
CC(=O)Nc1ccc(NC(=O)C2CCC(CNS(=O)(=O)c3cccc4nsnc34)CC2)cc1 (stereo unspecified) | -5% | -5% | -6% | ? | 0% | 1% | 2% | -4%
CCOc1cc(/C=C(\C#N)C(=O)NCc2cccnc2)ccc1O | -17% | ? | -4% | 4% | 3% | -4% | nt | -6%
CC(=O)N1CCC(N(Cc2ccco2)C(=O)Nc2cccc(C)c2)CC1 | 3% | 1% | 3% | nt | 2% | 4% | nt | nt

A different layout for some results above:
Each structure is followed by: Tau fluor cs | Tau fibril ThT | Tau fibril FP | ALDH1A1 block | TRb-SRC2 inh | TR SRC2 fluor cs | L3MBTL1 inh | aGal spleen mod
- Cc1ccc(S(=O)(=O)N/N=C/c2c(C)nn(-c3ccccc3)c2C)cc1
  -22% | -14% | 3% | ? | 4% | -2% | nt | 6%
- O=C(c1ccco1)N1CCN(C(c2ccc(F)cc2)c2nnnn2Cc2cccs2)CC1 (stereo unspecified)
  -6% | -11% | 1% | ? | -1% | -2% | 6% | -1%

Further results follow:
SMILES | Tau fluor cs | Tau fibril ThT | Tau fibril FP | ALDH1A1 block | TRb-SRC2 inh | TR SRC2 fluor cs | L3MBTL1 inh | aGal spleen mod
COc1cccc(CNC(=O)c2nn(C)c3c2CS(=O)(=O)c2ccccc2-3)c1 | 0% | -12% | 6% | nt | -5% | 0% | nt | nt
O=S1(=O)NC(=NCc2ccccc2)c2ccccc21 | 2% | 7% | -4% | -1% | 5% | 1% | 1% | 1%
Cc1nc(N2CCCCC2)sc1C(=O)c1ccc(SCCO)c([N+](=O)[O-])c1 | ? | ? | 11% | 13µM* | 7% | -8% | nt | 6%
CC/C=C\C/C=C\C/C=C\C/C=C\C/C=C\C/C=C\CCC(N)=O | -4% | -10% | 6% | -7% | -1% | -2% | nt | -11%
Cc1ccc(SCCNC(=O)c2ccc(C)c([N+](=O)[O-])c2)cc1 | ? | -18% | -5% | -9% | -5% | -1% | -6% | -19%
Cc1cccc(NC(=O)/C(C#N)=C\c2ccc(C(=O)O)cc2)c1 | -3% | -3% | 3% | 8% | 5% | -1% | nt | -6%
CCn1cc(C2=NCC(C)O2)c2ccccc21 (stereo unspecified) | -8% | -12% | -1% | ? | -3% | 2% | -2% | 23%
Cc1oc(-c2ccccc2Cl)nc1CN1CCCCC1c1cccnc1 (stereo unspecified) | -7% | -9% | 3% | -1% | 0% | 0% | -10% | -5%
COCCCNC(=O)CSc1nc2nc(C)c(Cc3ccccc3Cl)c(C)n2n1 | -14% | -9% | -8% | nt | 8% | -2% | nt | nt
CCc1ccc(CNC(=O)CCn2nc(C)c3c(C)n(-c4ccccc4)nc3c2=O)cc1 | 5% | 5% | -3% | nt | -1% | 0% | nt | nt
NC(=O)C1(N2CCCCC2)CCN(C(=S)Nc2ccccc2)CC1 | -3% | -5% | 10% | -1% | -3% | -1% | 2% | 7%
CC1CCCCN1C(=O)CSc1nnc(-c2c[nH]c3ccccc23)o1 (stereo unspecified) | -24% | -5% | -2% | 25µM* | -6% | -3% | -2% | -5%
Cc1ccc2scc(N3CCN(c4ccccc4)CC3)c(=O)c2c1 | -30% | 4µM* | -5% | nt | 7% | 2% | nt | nt
COC(=O)c1[nH]c2cccc(Cl)c2c1NC(=O)CN(C)C1CCCCC1 | -10% | -6% | 2% | ? | -6% | -4% | -5% | -2%
Cc1cc(-c2cc(C(=O)NCc3ccccc3)on2)nc(S(C)(=O)=O)n1 | 23% | 3% | -4% | nt | -3% | -4% | nt | -7%
CC(C)n1nc(C(=O)Oc2cc(Cl)ccc2Cl)c2ccccc2c1=O | -2% | -2% | -1% | 6% | -3% | 0% | 4% | 5%
CC(NC(=O)Nc1ccccc1C(F)(F)F)C1CCCO1 (stereo unspecified) | 7% | 6% | 1% | 6% | 6% | 4% | 7% | 2%
CCOc1cc2[nH]c(=O)n(CCCCCC(=O)NC(C)CC)c(=O)c2cc1OCC (stereo unspecified) | -7% | 0% | -1% | nt | -8% | -2% | nt | nt
COC(=O)c1cc(Cl)c(NC(=O)/C=C/c2ccc(Cl)cc2)cc1OC | 1% | -14% | -11% | ? | 2% | -2% | 12% | -3%
CC(C)C(NS(=O)(=O)c1cccs1)C(=O)NCc1ccccc1Cl (stereo unspecified) | -2% | 2% | -5% | ? | 6% | -2% | nt | -4%
CC(c1ccc(F)cc1)n1cc(C(=O)NCCN(C)C)nn1 (stereo unspecified) | -5% | -5% | -2% | 4% | -4% | -2% | 9% | 5%
Cc1cccc(C2Nc3ccccc3C(=O)N2c2ccc(F)cc2)n1 (stereo unspecified) | 0% | 7% | -1% | -3% | 0% | 4% | 7% | 4%
COc1ccc([N+](=O)[O-])cc1N(CC(O)CN1CCCCC1)S(=O)(=O)c1ccccc1 (stereo unspecified) | -4% | -3% | 7% | ? | -3% | -1% | -9% | -1%
COc1cc(OC)c(C2C=C(C(=O)O)Nc3ncnn32)cc1OC (stereo unspecified) | -5% | -7% | -6% | nt | 0% | -4% | nt | nt
O=C(COC(=O)C1CCN(C(=O)Nc2ccccc2)CC1)NCC(F)(F)F | -1% | -4% | 4% | 8% | 4% | 0% | nt | 3%
CCN1C(=O)C(Cc2nc3ccccc3c(=O)n2C)c2ccccc21 (stereo unspecified) | 1% | -5% | 0% | ? | 2% | -6% | -3% | 11%
Cc1ccc(C)c(N2CCN(CCCNC(=O)C3COc4ccccc4C3)CC2)c1 (stereo unspecified) | 0% | -2% | 4% | nt | 11% | -4% | nt | nt
CCc1cc(-c2n[nH]c(C)c2-c2nc3ccccc3s2)c(O)cc1OCC(=O)NN | ? | -18% | 3% | ? | -6% | -3% | ? | -2%
O=C(Nc1ncc(S(=O)(=O)c2ccc([N+](=O)[O-])cc2)s1)c1ccc2ccccc2c1 | -27% | 11% | -10% | 7% | 1%[53 µM] | 0%[53 µM] | 12% | 8%
Cc1ccc(NC(=O)C2CCCN(S(=O)(=O)c3cccc4nsnc34)C2)c(C)c1 (stereo unspecified) | -6% | 5% | -7% | nt | -8% | 0% | nt | nt
CC(C)(C)c1ccc(OCC(=O)NC(Cc2c[nH]c3ccccc23)C(=O)O)cc1 (stereo unspecified) | -8% | -16% | 6% | nt | 3% | -2% | nt | nt
Cc1c(NC(=O)N(C)C)c(=O)n(-c2ccccc2)n1C | 0% | 4% | 4% | 10% | 12% | -2% | 5%[11.4 µM] | 3%
CSc1nnc(-c2ccccc2)n1C | 4% | 3% | -2% | 0% | 0% | -5% | -2% | 1%
COC(=O)C1=NN(c2ccccc2)C2(S1)S/C(=C\c1ccccc1)C(=O)N2c1ccccc1 (stereo unspecified) | -12% | -8% | -2% | -3% | -16% | -3% | nt | -1%
COc1cccc([C@@H]2Oc3ccc(OC)cc3C[C@H]2OC(=O)NS(=O)(=O)c2ccc(C)cc2)c1 | -8% | -7% | -5% | 4% | 2% | -1% | nt | 11%
Cc1ccc(NC(=O)Cn2c(=O)n(Cc3nc(-c4ccccc4)no3)c(=O)c3cc4c(cc32)OCO4)cc1C | -17% | 9% | ? | nt | -1% | 0% | nt | nt
c1ccc(-c2n[nH]c(-c3ccccn3)n2)nc1 | 13%&3% | 3%&-3% | 7%&7% | 5% | 2%&4% | -2%&4% | 2µM* | -4%&5%
COc1ccc(NC(=O)c2sc3nc4c(cc3c2N)CN(Cc2ccccc2)CC4)cc1OC | -16% | ? | -2% | nt | 7% | -5% | nt | nt
CC(=O)N1CCN(CC(=O)Nc2cc([N+](=O)[O-])ccc2Cl)CC1 | -5% | -1% | 1% | 35µM* | 1% | -1% | nt | 4%
COc1cc2nc(SCC(=O)Nc3cccc(C)c3)n3nc(-c4ccccc4)nc3c2cc1OC | -27% | -13% | -1% | nt | 2% | -1% | nt | nt
CCC1CN(C(=O)N2CCC(C(=O)N(C)Cc3ccccc3)CC2)c2ccccc2O1 (stereo unspecified) | -14% | 4% | -7% | nt | -3% | -10% | nt | nt
CCOC(=O)C(C(C)=O)=C1SC2CS(=O)(=O)CC2S1 (stereo unspecified) | -8% | ? | ? | 10% | 3% | -1% | -2% | 16%
CN(C)S(=O)(=O)c1cccc(NC(=O)c2cc(-c3cccs3)nn2-c2ccccc2)c1 | 6% | 7% | 3% | 22µM* | 10% | -1% | -5% | -5%
CCn1c(=O)cc(OCC(=O)N2CCc3ccccc32)c2ccccc21 | -12% | -14% | 2% | 4% | -4% | -2% | 14% | 4%
